C8 TRAIL sens = viability loss with TRAIL in NB7+C8 cells, primary screen, TRAIL sensitizer project, cell-based, ATPlite luminescence | AID 624354, 2012 | hit rate 1% among 360,000 | inhibition (viability loss, TRAIL sensitization), % at 10 µM;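 active = compounds causing at least 50% loss of cell viability in the single-dose screen, relative to plate controls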
NR2F2 inh = NR2F2 transcriptional activity inhibitors, primary screen, cell-based, luciferase reporter, HEK293T, luminescence; HEK293T NGFI-A luciferase reporter; inhibition, % at 8.6 µM; hit rate 0.7% among 370,000;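 active = inhibition above a per-plate cutoff, mean inhibition of test wells between control levels plus 3 SD, cut at about 38% in these data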;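 note: cells cotransfected with COUP-TFII expression vector driving the NGFI-A reporter; 0% = median of COUP-TF2 test wells and 100% = reporter-only cells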
Target sequence (P24468 whole entry, looked up): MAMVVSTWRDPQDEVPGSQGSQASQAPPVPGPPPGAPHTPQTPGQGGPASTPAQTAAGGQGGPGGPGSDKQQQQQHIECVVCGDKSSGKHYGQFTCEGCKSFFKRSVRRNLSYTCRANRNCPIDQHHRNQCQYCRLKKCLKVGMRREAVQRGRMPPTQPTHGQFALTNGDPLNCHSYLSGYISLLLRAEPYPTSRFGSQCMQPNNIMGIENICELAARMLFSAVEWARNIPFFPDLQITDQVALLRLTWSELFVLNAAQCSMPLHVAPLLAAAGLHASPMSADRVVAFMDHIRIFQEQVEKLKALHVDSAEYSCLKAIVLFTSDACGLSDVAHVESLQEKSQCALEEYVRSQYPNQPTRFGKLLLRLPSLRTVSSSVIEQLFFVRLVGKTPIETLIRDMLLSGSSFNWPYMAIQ
TLR9-MyD88 inh = inhibitors of TLR9-MyD88 association in cells, primary screen, cell-based, CHO, BLA complementation, fluorescence; CCF4 FRET ratio; inhibition, % at 4.98 µM; hit rate 0.21% among 340,000; AID 504734, 2011;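 active = inhibition above the mean over all tested compounds plus 3 SD, cut at about 21% in these data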;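 note: 0% = DMSO only wells and 100% = clavulanate BLA inhibitor control wells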
NR5A2 inv ag = LRH-1 (NR5A2) inverse agonists, primary screen, cell-based, luminescence, HEK293T, StAR-luciferase reporter. LRH-1 transfected, 24 h. hit rate 0.13% among 360,000. inhibition, % at 3.6 µM. AID 602396, 2012. Nuclear receptor subfamily 5 group A member 2 (Homo sapiens), O00482;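 active = inhibition above the mean inhibition of all tested compounds plus 3 SD, cut at about 73% in these data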;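 note: 0% = DMSO wells and 100% = reporter-only cells lacking LRH-1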
Vif inh = HIV Vif self-association inhibitors, primary screen, imaging, HEK293T, single point; inhibition, % at 7.49 µM; hit rate 0.35% among 340,000; HEK293T cells, Vif self-association by quenched fluorescence, 24 h; AID 602346, 2012; in the data active = inhibition above about 50%, passing the limit was not always enough; note: some results filed as inactive read as strong as hits
NCOA2 inhibitor = inhibition of GAL4-SRC2 driven luciferase reporter, primary screen, SRC2 inhibitor project, cell-based, luminescence; AID 651957, 2012; hit rate 0.17% among 370,000; Nuclear receptor coactivator 2 (Homo sapiens), Q15596; inhibition, % at 9 µM; HEK293 GAL4-SRC2 luciferase reporter;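 active = inhibition above the mean inhibition of all tested compounds plus 3 SD, set per campaign, cut at about 52% in these data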;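 note: 0% = DMSO treated cells and 100% = cells given Gossypol at 36 µM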
NOD2 RIPK2 PPI = NOD2-RIPK2 binding disruptors in cells, primary screen, fluorescence, CHO cells, BLA complementation. AID 624267, 2012. inhibition, % at 4.98 µM. hit rate 0.38% among 360,000. CCF4 ratio; in the data active = inhibition above about 21%;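 note: 0% = vehicle only and 100% = reference blocker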
Target sequence (O43353 whole entry, looked up): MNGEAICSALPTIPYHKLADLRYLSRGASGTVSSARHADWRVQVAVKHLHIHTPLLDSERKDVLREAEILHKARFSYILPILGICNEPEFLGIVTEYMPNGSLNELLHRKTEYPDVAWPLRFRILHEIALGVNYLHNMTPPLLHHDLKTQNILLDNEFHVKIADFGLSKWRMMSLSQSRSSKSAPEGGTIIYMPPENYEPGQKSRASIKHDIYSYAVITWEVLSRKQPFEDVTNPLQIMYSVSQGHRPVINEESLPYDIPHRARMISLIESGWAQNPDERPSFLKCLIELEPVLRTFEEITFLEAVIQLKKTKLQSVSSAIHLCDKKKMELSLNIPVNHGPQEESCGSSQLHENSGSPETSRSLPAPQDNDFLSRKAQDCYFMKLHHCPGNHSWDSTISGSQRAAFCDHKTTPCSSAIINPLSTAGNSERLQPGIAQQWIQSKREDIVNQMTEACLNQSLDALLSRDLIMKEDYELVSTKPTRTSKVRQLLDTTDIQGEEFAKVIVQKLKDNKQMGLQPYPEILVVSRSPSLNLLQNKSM
TROY signal inh = inhibitors of TROY-driven NF-kB signaling, primary screen, Q293 LMP1-TROYcd cells, NF-kB luciferase, uHTS; Q293 LMP1-TROYcd NF-kB luciferase reporter, 4 h; inhibition, % at 10 µM; hit rate 0.98% among 360,000; AID 1347056, 2019;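 active = compounds whose plate-normalised and pattern-corrected inhibition of the luciferase reporter signal at the single screening dose is 50% or more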
LMP1 NFkB inh = EBV LMP1-driven NF-kappaB luciferase reporter inhibitors, primary screen, cell-based, luminescence, single point. LMP1-induced NF-kappaB luciferase reporter cells. inhibition, % at 12.5 µM. hit rate 0.69% among 350,000. AID 504558, 2011; in the data active = inhibition above about 41%;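 note: 0% = neutral control wells and 100% = reference inhibitor control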
SRC1 inh = SRC1 coactivator transcriptional activity inhibitors, primary screen, cell-based, luminescence; Nuclear receptor coactivator 1 (Homo sapiens), Q15788; HEK293 GAL4-SRC1 luciferase reporter; inhibition, % at 3.6 µM; hit rate 0.12% among 360,000; AID 588354, 2011;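 active = inhibition above the campaign mean plus 3 SD, with each screening campaign given its own cutoff, cut at about 60% in these data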;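 note: 0% = DMSO treated cells and 100% = gossypol at 36 µM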
NCOA3 inh = SRC3 coactivator transcriptional activity inhibitors, primary screen, cell-based, luminescence. HEK293 GAL4-SRC3 luciferase reporter. AID 588352, 2011. hit rate 0.17% among 360,000. inhibition, % at 3.6 µM;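 active = inhibition above a per-campaign cutoff, the mean of all compounds plus 3 SD, cut at about 60% in these data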;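 note: 0% = DMSO-treated cells and 100% = gossypol-treated cells at 36 µM; higher means less SRC3-driven luciferase light from the GAL4 reporter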
The depositor's hits bear a star; x = not tested or not shown.

Below each SMILES: Vif inh	NCOA2 inhibitor	NR5A2 inv ag	C8 TRAIL sens	NOD2 RIPK2 PPI	TLR9-MyD88 inh	SRC1 inh	NCOA3 inh	LMP1 NFkB inh	NR2F2 inh	TROY signal inh
Cc1ccc(NC(=O)COc2cccc(-n3cnnn3)c2)cc1[N+](=O)[O-]
 : 11	-18	27	6	-4	11	-7	-12	2	-14	6
NC(=O)CSc1n[nH]c(-c2ccco2)n1
 : 4	2	4	-6	-7	8	6	13	-1	11	-6
Cc1cc(C)c(S(=O)(=O)Nc2ccc(O)c(Sc3ncn[nH]3)c2)c(C)c1
 : 2	-3	2	-4	-13	5	-15	16	-8	5	-1
CC1(C)N=C(N)NC(Nc2ccccc2Cl)=N1
 : 15	-28	7	2	-6	9	-23	12	3	14	1
COc1ccc(-c2cc(C(F)F)n3ncc(C(=O)NCC4CCCO4)c3n2)cc1 (centres undefined)
 : 10	-22	7	7	-4	6	-5	-15	-9	-16	15
COc1ccccc1/C=C/C(=O)OCC(=O)NCCC1=CCCCC1
 : 4	6	1	-13	4	0	7	14	5	-11	3
Cc1ccccc1N1CCN(C2CCCN(C(=O)c3ccnn3C)C2)CC1 (centres undefined)
 : 5	-25	-14	16	0	-1	-2	-7	-2	3	5
COc1ccc(C)cc1N(C(=O)CNC(=O)c1ccco1)C(C(=O)NC1CCCC1)c1cccnc1 (centres undefined)
 : 7	9	-18	7	3	2	1	-3	3	2	6
CN(C)S(=O)(=O)c1ccc(C(=O)OCCn2cnc3c2c(=O)n(C)c(=O)n3C)cc1
 : -2	-18	2	-20	-2	9	1	7	-7	-15	12
N#Cc1cnn(Cc2ccc(Cl)cc2)c1N
 : 1	6	-13	1	-8	-4	-4	-1	-3	9	2
Nc1ncnc2c1ncn2C1CCCC(CO)O1 (centres undefined)
 : 5	2	9	-23	-1	-8	-14	-8	3	18	3
C=CCc1cc(Cl)ccc1OCCCNCCO
 : -1	16	-18	4	4	-2	-4	16	-3	-3	-16
CCN(C[C@H]1N[C@@](C)(C(=O)OC)[C@H]2C(=O)N(C)C(=O)[C@@H]12)C(=O)c1ccc(C(C)(C)C)cc1
 : 14	1	8	0	0	-10	-41	-3	0	11	0
COc1ccc(NC(=O)C2CCCN(C(=O)NC3CCCCC3)C2)cc1OC (centres undefined)
 : -13	13	16	-11	-1	1	6	9	0	3	2
C=CCNC(=S)Nc1cccc2ccccc12
 : -2	-33	0	-3	17	10	-5	9	0	-1	-6
CCCOc1ccc(C(CC(=O)O)NC(=O)CC(c2ccccc2)c2ccccc2)cc1 (centres undefined)
 : -5	-28	7	37	3	x	-17	5	-6	13	-8
CNC(=O)COC(=O)c1cc(NC(=O)c2ccco2)c(OC)c(OC)c1
 : -2	19	12	-6	-4	-1	7	0	-9	16	-26
Clc1cccc(-c2nnc(-c3ccccc3)o2)c1
 : x	-7	-140	46	-10	-3	-124	-123	-6	-48	11
CCCC(=O)Nc1ccc(-c2cn3cccnc3n2)cc1
 : 7	-73	-27	-5	-4	6	-26	-9	-2	-25	-16
CCCn1c(NC(=S)Nc2ccccc2)nc2ccccc21
 : -3	-5	4	-13	-10	20	-5	-4	11	9	20
Cc1ncc(S(=O)(=O)C(C)(C)C)c(N)n1
 : -14	1	-4	1	-3	-9	5	11	1	2	0
COC(=O)c1ccc(C2Nc3ccc(/C(C)=N/NC(=O)C(OC)c4ccccc4)cc3C3C=CCC32)cc1 (centres undefined)
 : 1	-10	-29	-12	-1	0	-34	-1	3	1	3
O=C(CCc1nnc(Cc2c[nH]c3ccccc23)o1)NC1CCCC1
 : -2	-10	-10	4	-1	-5	-18	10	-10	-4	7
N#C/C(C(N)=O)=C1/CCCN1Cc1ccccc1
 : 13	18	-10	-8	-14	x	4	2	x	10	-23
COc1cccc(CNCCc2c[nH]c3ccccc23)c1OCc1ccc(F)cc1
 : 4	-23	11	5	-2	5	8	-3	11	-4	12
CCN(CC)CCN(Cc1cc2cc3c(cc2[nH]c1=O)OCCO3)C(=S)NCCCN(C)C
 : 0	-38	13	0	13	-1	2	-16	11	-6	-16
O=C(O)C1CCC(=O)N1C(=O)OCc1ccccc1 (centres undefined)
 : 27	-11	6	-9	2	8	6	2	3	-8	3
O=C(NNC(=O)c1ccccc1O)c1ccco1
 : -3	-29	-35	-4	2	5	-30	5	-7	-9	-2
CCOc1ccccc1/C=N/NC(=O)c1cccc(S(=O)(=O)N2CCOCC2)c1
 : 1	-20	13	-9	2	8	-5	10	1	2	-4
CC1CCCCN1CC(O)COCCC12CC3CC(CC(C3)C1)C2 (centres undefined)
 : -4	2	0	25	18	3	15	4	-10	-6	-11
Cc1nn(CC(=O)Nc2ccc3c(c2)nc(CN2CCCCC2)n3C)c(=O)c2ccccc12
 : 7	-1	-2	22	4	-3	-15	15	23	-17	-22
c1ccc(CSCc2cn3ccsc3n2)cc1
 : 1	-33	-87	4	-4	7	-81	-76	-9	-28	-44
CCOc1cccc(N2C(=O)CC(N3CCN(c4nc5ccccc5s4)CC3)C2=O)c1 (centres undefined)
 : -9	-21	-14	-8	6	3	2	11	8	6	17
COc1ccc(C(C)NC(=O)c2ccncc2)cc1 (centres undefined)
 : 10	-20	-1	-11	1	-10	-18	17	-6	-3	16
O=C(C(=O)N1CCC(Cc2ccccc2)CC1)c1cccc(Br)c1
 : x	12	-9	-6	-2	x	x	x	x	10	x
COc1ccc(CC(=O)O/N=C(\N)c2ccccn2)cc1OC
 : 3	-32	-27	2	-8	9	-14	-9	-2	-15	-35
CC(=O)NCCC(=O)Nc1cc(S(=O)(=O)N2CCCCC2)ccc1Oc1cccc(C)c1
 : -6	-20	-10	8	-6	-1	-4	4	-5	8	16
C[N+](C)(C)C/C=C1/COCO1
 : -3	5	1	-3	-4	2	-1	-12	8	-6	10
O=C(NNC(=O)c1ccc(O)cc1O)c1ccc(-c2ccccc2)cc1
 : 4	-14	-74	11	0	-9	-6	-28	2	-37	36
Cc1cc(C)cc(C(=O)N(Cc2ccco2)c2c(N)n(Cc3ccccc3)c(=O)[nH]c2=O)c1
 : -3	4	7	13	4	-9	-5	7	13	13	4
COC(=O)c1c(S(=O)(=O)N2CCOCC2)c(C)n(C)c1C
 : 6	-28	11	0	-5	1	-28	6	1	-14	10
CC1CCN(C(=O)Cn2c(=O)n(Cc3ccco3)c(=O)c3sccc32)CC1
 : -8	-11	9	-14	-6	0	-8	6	7	4	-4
Cc1cccc(CCNC(=O)CN(C)S(=O)(=O)c2cnc[nH]2)c1
 : 2	2	-10	3	-6	-9	-14	10	-7	7	12
CCOc1cc(N(CC)CC)ccc1/C=C(/C#N)c1nc2ccccc2[nH]1
 : x	-19	-1	23	8	9	-26	-9	-34	-7	60*
CN1CCN(c2ccc(S(=O)(=O)N3CCCCC3)cc2[N+](=O)[O-])CC1
 : 1	2	-3	12	-17	6	0	-4	-4	-6	-3
COc1ccc(Cl)cc1N1C(=N)SCC1=O
 : -2	-8	9	-1	-6	0	-3	1	8	-6	6
Cc1ccc(C2=NCCn3c2c2ccc([N+](=O)[O-])cc2[n+]3[O-])cc1
 : -4	6	3	-8	-12	2	-7	-7	-5	-21	-12
O=C(CNC(=O)c1ccco1)Nc1ccc(S(=O)(=O)N2CCCC2)cc1
 : 23	21	-11	-12	0	0	-4	4	7	-11	-1
O=C1c2cnc3nc(SCc4ccccc4)nn3c2CC2c3ccccc3CCN12 (centres undefined)
 : 1	20	7	12	-4	3	-17	13	12	14	2
N#Cc1ccccc1S(=O)(=O)N1CCN(Cc2cc3c(cc2Br)OCCO3)CC1
 : 4	-7	2	12	1	5	4	-15	-5	-5	10
COc1ccc(C(=O)NC(=S)NCc2ccco2)cc1
 : 2	-38	-20	35	1	4	-50	-5	-3	-6	-25
Cc1ccc(SCCN2CCN(Cc3ccccc3)CC2)cc1
 : -5	-29	18	2	-16	-6	18	3	-4	-6	27
CN1CC(=O)N(CC(=O)N2N=C(c3ccc(Cl)cc3)CC2c2ccco2)C1=O (centres undefined)
 : -2	0	-14	5	-9	-2	11	4	2	6	23
Cc1c(/C=N/Nc2ccc(F)cc2)c(O)n(C)c(=O)c1C#N
 : 5	6	19	-2	-2	2	9	7	-4	-1	-22
CCC(C(=O)Nc1ccon1)c1ccccc1 (centres undefined)
 : 5	-19	1	-29	9	-11	-4	-53	4	3	5
Cc1cc(C)nc(NN2C(=O)/C(=C/c3ccccc3)SC2=S)n1
 : -3	-6	5	8	-4	7	3	-8	3	0	18
CCOCCCn1c(SCC(=O)Nc2cc(C(C)(C)C)nn2-c2ccccc2)nc2ccccc2c1=O
 : -12	-15	-13	-5	5	4	-5	7	0	9	-9
Cn1c2ccccc2c2nnc(SCC(=O)NCc3ccoc3)nc21
 : -6	-7	1	-5	-2	-9	9	-10	-7	4	-13
Cc1csc(NC(=O)C2CCCN(S(=O)(=O)c3cnc[nH]3)C2)n1 (centres undefined)
 : -1	9	-2	-6	-8	2	5	-2	4	15	9
COc1ccc(CCNC(=O)c2cccnc2)cc1
 : 0	-25	14	1	-9	-3	1	-1	-4	-10	-2

The listing continues:
Below each SMILES: Vif inh	NCOA2 inhibitor	NR5A2 inv ag	C8 TRAIL sens	NOD2 RIPK2 PPI	TLR9-MyD88 inh	SRC1 inh	NCOA3 inh	LMP1 NFkB inh	NR2F2 inh	TROY signal inh
COc1ccc(C(=O)Nc2nnc(C(F)(F)F)s2)cc1
 : 15	-29	-58	11	3	-3	-72	-100	-12	-8	-22
Cc1ccc(CNC(=O)CN(C(=O)C2(C)CC(=O)N=C3C=CC=CN32)c2cc(C)ccc2C)cc1 (centres undefined)
 : 6	13	7	5	-1	-13	-3	19	1	3	-1
COCC(C)NC(=O)Cc1ccc(F)cc1 (centres undefined)
 : 0	14	6	-15	2	-18	9	8	-7	4	5
O=C(CSc1nnc(NC(=O)c2ccccc2)s1)NC1CCCC1
 : -6	-16	-28	57*	3	-8	-34	-42	1	-5	-39
COc1cccc(-c2cnc(C(O)c3ccc(Cl)c(Cl)c3)[nH]2)c1 (centres undefined)
 : -23	-14	13	-20	2	x	-12	1	x	3	-10

Compound activity deposited in PubChem by several laboratories.

This is a subset, so the mix of outcomes need not match the whole.
